Screening data as filed in PubChem.
Salmonella PhoP GFP: inhibitors of PhoP regulon expression, primary screen, Salmonella Typhimurium, GFP reporter (AID 1863) | S. Typhimurium PhoP-regulated promoter GFP reporter, 4 h; higher % means a stronger effect | inhibition, % at 50 µM; hits with a dose series show IC50 in µM | actives 0.16% (n = 300,000);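 active = inhibition over 29.93%, a cutoff 3 SD above the screen mean, later confirmed by dose response; inconclusive = inhibition over 29.93% but no dose response follow-up; inactive = inhibition at most 29.93% or unconfirmed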;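 also: 0% = low Mg2+ inducing control and 100% = high Mg2+ repressing control; strong numbers were not always called active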
XIAP displacement: XIAP antagonists, biochemical, IAP family, fluorescence polarization (AID 1018). XIAP BIR domain, fluorescence polarization peptide displacement; higher % means a stronger effect. displacement, % at 20 µM, or IC50 in µM where a hit was titrated. actives 0.007% (n = 200,000); in the data active = displacement above about 50%; also: a part of the inactive calls stands beside numbers as strong as those of hits
PMI inhibitors: inhibitors of human PMI, primary screen, biochemical, fluorescence intensity, coupled assay (AID 1209) | Mannose-6-phosphate isomerase (Homo sapiens) | purified PMI enzyme, coupled fluorescence intensity; higher % means a stronger effect | inhibition, % at 20 µM; hits with a dose series show IC50 in µM | actives 0.42% (n = 190,000);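 also: plate controls were DMSO vehicle for no effect and wells lacking substrate for full effect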
Myeloid diff MLP: induction of myeloid progenitor differentiation, primary screen, cell-based, flow cytometry, MLPCN library | ER-HoxA9 myeloid progenitors, lysozyme-GFP differentiation | calls only at 10 µM | actives 1% (n = 360,000) | AID 624256, 2012;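 active = normalized GFP-positive differentiation at or above the plate's own cutoff, the solvent-only control mean plus 3 SD; inconclusive = no clear call, values can overlap the other calls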;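 also: cells exposed to compound for four days before flow analysis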
TNAP activators: human TNAP enzyme activators, primary screen, biochemical, luminescent, no phosphate acceptor, uHTS (AID 1001); purified TNAP, luminescent activation assay, no phosphate acceptor; higher activation fold means a stronger effect; actives 0.03% (n = 200,000); Alkaline phosphatase, tissue-nonspecific isozyme (Homo sapiens); activation fold at 20 µM; hits with a dose series show EC50 in µM; in the data active = activation fold from about 3, or a potency from the dose series; inactive = the rest, 99 in 100 with activation fold below about 1.6; also: many of its hits are not listed in these tables
SIAH1 antagonists: Siah-1 peptide-binding antagonists, primary screen, biochemical, fluorescence polarization, rhodamine-plectin, uHTS (AID 1817); Siah-1 / rhodamine-plectin peptide fluorescence polarization; higher % means a stronger effect; actives 0.02% (n = 290,000); displacement, % at 20 µM, or IC50 in µM where a hit was titrated; E3 ubiquitin-protein ligase SIAH1 (Homo sapiens);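 active = displacement of at least 50% at 20 µM, with a fluorescence ratio check between 0.3 and a set limit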;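 also: plate controls were Siah plus tracer with DMSO for no effect and tracer alone without Siah for full effect; strong numbers were not always called active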
WT yeast gro inh: growth inhibition of WT strain, primary screen, mitochondrial fusion inhibitor project, WT and mutant strains, chemical genetic. mitochondrial fusion phenotypic screen. inhibition, % at 10 µM. actives 2.1% (n = 190,000). AID 1362, 2008; in the data active = inhibition above about 58%; tested in S. cerevisiae
PMI inhibition: human PMI inhibitors, high substrate, primary screen, biochemical, fluorescence intensity, high mannose 6-phosphate (AID 1220); actives 0.66% (n = 190,000); Mannose-6-phosphate isomerase (Homo sapiens); one-dose inhibition, % at 20 µM; IC50 in µM for titrated hits; recombinant PMI enzyme, coupled fluorescence intensity; higher % means a stronger effect
RSV CPE inhibition: RSV antiviral activity via CPE protection, HEp-2 cells, primary 10 µM value included (AID 2391). HEp-2 cells, RSV-induced CPE inhibition; higher % means a stronger effect. one-dose CPE inhibition, % at 10 µM; IC50 in µM for titrated hits. actives 0.13% (n = 310,000); in the data active = a potency from the dose series; inconclusive = CPE inhibition mostly from about 23% at the one dose, without a potency; inactive = the rest, 99 in 100 with CPE inhibition below about 21%; also: strong numbers were not always called active
WT yeast gro inh mutant strain: second read-out of WT yeast gro inh, no call of its own (marks repeat the call); inhibition, %; mitochondrial fusion phenotypic screen, mutant strain inhibition
Myeloid diff MLP GFP+ MAC1+ %: also measured in Myeloid diff MLP; calls as there; GFP+ MAC1+ double positive, %; measured here: differentiation confirmed by MAC1 staining
* marks the source's active call; other numbers are inactive results; i = inactive; ? = inconclusive; . = not tested or not shown; + = active, no number; & = joins results of further samples. Rule as the data show it, unless noted: active = inhibition above about 50%; inactive = the rest. No enrichment for hits. Share with any hit: about 3.1%.

SMILES	Salmonella PhoP GFP	XIAP displacement	PMI inhibitors	Myeloid diff MLP	Myeloid diff MLP GFP+ MAC1+ %	TNAP activators	SIAH1 antagonists	WT yeast gro inh	WT yeast gro inh mutant strain	PMI inhibition	RSV CPE inhibition
Cc1c(Cl)cccc1N/C(=N/S(=O)(=O)c1cccs1)c1ccccc1	-4%	-5.5%	8%	i	0.1	1.1	4%	11	25	-1%	9.0%
COc1ccc(/C(N)=N/OC(=O)c2ccco2)cc1OC	-3%	-3.2%	2%	i	0.1	1.1	-3%	-14	3	11%	3.3%
COc1ccc(CNC(=O)CN(C(=O)CCC(=O)Nc2ccccn2)c2cccc(C)c2C)cc1	0%	.	.	i	0.7	.	9%	.	.	.	1.5%
Cc1nn(-c2ccccc2)c(C)c1NC(=O)COc1ccc2ccccc2c1	9%	-6.6%	0%	i	1.4	1.1	-1%	19	-6	-1%	-0.3%
O=C(NNc1nc2cc3c(cc2s1)OCO3)c1ccccc1	3%	2.3%	-11%	i	1.9	2.6	-8%	9	8	-8%	2.1%
Cc1ccc(-c2cc3c(N=O)c4ccccc4c-3n[nH]2)cc1	4%	-6.8%	-5%	i	0.4	1.1	17%	64*	60*	-5%	1.5%
Cc1[nH]n(C(N)=S)c(=O)c1N=Nc1cccc([N+](=O)[O-])c1C	4%	.	.	i	0.3	.	-4%	.	.	.	21%
O=C(COc1ccccc1)NCCSCc1ccc(Cl)cc1	-9%	-1.4%	3%	i	0.9	1.1	5%	20	15	1%	2.2%
CCOC(=O)Cn1c(=O)n(Cc2ccco2)c(=O)c2ccc(C(=O)NC3CCCC3)cc21	-8%	-1.4%	-5%	i	1.2	1.2	-1%	2	-7	-9%	0.3%
O=C(NCCCN1CCCC1=O)c1sc2ccccc2c1Cl	1%	.	.	i	0.5	.	1%	.	.	.	1.5%
O=C(O)c1cccc(CSc2nc(-c3ccc(Cl)cc3)cc(C(F)(F)F)n2)c1	-6%	-4.6%	19%	i	3.5	1.1	-4%	23	18	4%	11%
O=C(CN1CCOCC1)Nc1c2c(nc3ccccc13)N(Cc1ccccc1)CC2	-4%	-5.4%	-24%	i	1.1	0.9	3%	8	18	-32%	1.9%
Cc1cccn2c(=O)c3cc(C(=O)NCCN4CCOCC4)c(=N)n(Cc4ccc(F)cc4)c3nc12	-11%	.	.	?	.	.	7%	.	.	.	11%
O=C(NCc1cccnc1)c1ccccc1NS(=O)(=O)c1ccc(F)cc1F	-15%	.	.	i	0.9	.	9%	.	.	.	0.7%
O=c1[nH]ncc2c3ccccc3n(Cc3ccccc3F)c12	7%	-1.3%	-13%	i	0.7	1.1	-8%	4	2	-5%	1.6%
CCO[C@H]1OC(C(=O)NCc2ccccc2)=C[C@@H](c2ccc3c(c2)OCO3)[C@@H]1CCCO	2%	-6.5%	13%	i	2.9	1	-4%	2	12	3%	0.2%
CC(C)OC(=O)CSc1nc2cc3c(cc2cc1C#N)OCO3	5%	2.7%	-14%	i	0.4	1.1	-6%	15	6	2%	0.0%
CC(OC(=O)C1=Cc2ccccc2OC1)C(=O)NC(C)(C)C (stereo unspecified)	4%	-9.9%	1%	i	0.1	1.1	2%	7	3	-3%	3.9%
N#CCSc1nc2ccc(N3CCOCC3)cc2c(=O)n1CCc1ccccc1	-5%	0.7%	12%	i	0.2	1.2	1%	.	.	10%	18%
O=C(C1=C(O)C(=O)N(c2nccs2)C1c1ccccc1)c1cc2ccccc2o1 (stereo unspecified)	-16%	.	.	i	0.9	.	-1%	.	.	.	1.5%
CSc1ccccc1-c1nnc(-c2ccc(Cl)cc2Cl)o1	-6%	-3.3%	19%	i	1.0	1	-1%	-18	-1	19%	4.3%
COc1cc(/C=N\Nc2ccc([N+](=O)[O-])cc2)ccc1OCC(=O)Nc1ccc(C)c(C)c1	10%	-1.6%	0%	i	8.3	0.8	0%	1	-27	7%	.
O=C(Nc1ccc(OC(=O)c2cccs2)cc1)c1ccco1	2%	-3.2%	1%	i	1.1	1.1	3%	15	19	2%	0.2%
O=C(c1ccc(S(=O)(=O)N2CCCCC2)cc1)N1CCN=C1SCc1cccnc1	2%	-3.9%	2%	i	3.1	1.1	4%	1	-3	5%	0.4%
O=C(Nc1cccc(-n2cnnn2)c1)C1CCCN(Cc2cccc(C(F)(F)F)c2)C1 (stereo unspecified)	3%	.	.	i	0.8	.	1%	.	.	.	12%
Cc1c(NC(=O)C(C)c2ccc(CC(C)C)cc2)c(=O)n(-c2ccccc2)n1C (stereo unspecified)	0%	0.8%	-2%	i	1.8	1.1	1%	3	-6	-1%	2.0%
NC(=O)CCCc1nc(-c2ccccc2Cl)no1	4%	-5.1%	1%	i	6.2	1.1	-2%	-9	-13	-3%	2.2%
Cc1cccc(NC2=NCC(=O)N2Cc2cccs2)c1	4%	0.2%	-8%	i	0.8	1.1	3%	-10	-21	-7%	0.5%
CNS(=O)(=O)c1ccc(NC(=S)Nc2ccc3c(c2)OCO3)cc1	-8%	-9.9%	43%	i	0.3	1.1	-8%	6	6	56%*	2.9%
C[C@H](NC(=O)CCCOc1ccc(Cl)cc1Cl)c1nnc2ccccn12	-8%	.	.	i	3.1	.	10%	.	.	.	3.1%
COc1ccc(CNC(=O)CSc2nnc3nc(C)cc(C)n23)cc1OC	-3%	-14%	-11%	+	12*	1	-6%	2	2	0%	2.7%
Cc1cccc(NC(=O)c2ccc(OCC(=O)NCc3ccccc3)cc2)c1C	-1%	-17%	-6%	i	6.2	1.2	-6%	8	1	2%	0.4%
CN1C(=O)/C(=C/c2ccccc2OCc2ccc(C(=O)O)cc2)NC1=S	-1%	-14%	13%	i	0.9	1	-1%	-9	7	13%	0.4%
Cc1ccc2nc(Cn3cc(C(F)(F)F)ccc3=O)cc(=O)n2c1	-3%	-6.9%	0%	i	0.2	1.1	3%	-23	-7	0%	1.2%
O=c1c2cc(Cl)ccc2nc(-c2ccc(Cl)c(Cl)c2)n1O	-2%	.	.	i	0.5	.	15%	.	.	.	-3.2%
CCOC(=O)/C(C#N)=C\c1cc(OC)c(OC)cc1[N+](=O)[O-]	.	-4.5%	38%	i	0.7	1.1	0%	-3	-15	70%*	-0.1%
CC1CCN(C(=O)c2[nH]cnc2C(=O)NCC(=O)OC(C)(C)C)CC1	-3%	.	.	i	1.0	.	-3%	.	.	.	0.0%
CCO/C([O-])=N/c1c[n+](N2CCOCC2)no1	7%&2%&-4%	-5.7%	4%	i	2.2&1.7	1	-7%	3	-16	7%	-1.8%&-0.2%
COc1cc(/C=C2\SC(=S)N(NS(=O)(=O)c3ccccc3)C2=O)ccc1O	-30%	.	.	i	0.2	.	9%	.	.	.	5.0%
O=C(/C=C/c1c(Cl)cccc1Cl)NCc1ccccc1	4%	-0.9%	9%	i	0.3	1	0%	-9	-10	7%	3.8%
CCN(CC)CCNC(=O)c1cc([N+](=O)[O-])c(N(C)C)cc1OC	2%	.	.	i	0.2	.	-2%	.	.	.	-2.1%
Cc1nc(CCNC(=O)C2CCC(=O)N(CCc3cccc(F)c3)C2)sc1C (stereo unspecified)	1%	.	.	i	0.5	.	1%	.	.	.	1.8%
COc1ccccc1NC(=O)CNC(c1ccccc1)c1ccccc1	-4%	.	.	i	0.7	.	0%	.	.	.	16%
CCOC(=O)/C=C/C(=O)Nc1ccc(S(=O)(=O)Nc2c(C)cc(C)cc2C)cc1	9%	0.5%	7%	i	0.0	1.3	-2%	-6	4	-3%	?
CC(C)(C)NCC(O)COc1ccc(Br)cc1 (stereo unspecified)	-5%	-6.0%	-8%	i	0.0	1	2%	2	15	-4%	1.2%
CCCCc1ccc(NC(=O)CC(C)=O)cc1	6%	-4.4%	13%	i	0.8	1.1	4%	-18	17	8%	-1.9%
CCCC(=O)N1CCN(Cc2nc3cc([N+](=O)[O-])ccc3n2C)CC1	2%	.	.	i	0.3	.	-3%	.	.	.	0.3%
Cc1[nH]n(C)c(=O)c1C(=O)c1c(-c2c(Cl)cccc2Cl)noc1C	-4%	.	.	i	0.4	.	6%	.	.	.	1.6%
O=C(c1ccccc1F)N1CCCC(c2ccccc2)C1 (stereo unspecified)	-4%	-6.0%	-12%	i	1.0	1	-1%	-4	15	-2%	1.8%
O=Cc1s/c(=N\S(=O)(=O)c2ccccc2)n(CCCCl)c1Cl	10%	-11%	1%	?	.	1.1	2%	-5	1	1%	.
NC(=O)CSc1oc(-c2ccco2)nc1S(=O)(=O)c1ccccc1	-1%	.	.	i	1.9	.	-4%	.	.	.	0.0%
CCOCCCNC(=O)/C(C#N)=C/c1ccc(-c2ccc(S(=O)(=O)N3CCOCC3)cc2)o1	-4%	-1.1%	4%	i	1.1	1.2	-2%	10	14	6%	1.4%
Cc1ccc(C(C)C)c(OCC(=O)NNC2=CC(=O)CC(C)(C)C2)c1	-2%	.	.	i	0.6	.	11%	.	.	.	2.4%
CC(C)OCCCNC(=O)C(=O)N/N=C/c1ccc(OCc2ccccc2)cc1	-5%	.	.	i	1.1	.	-1%	.	.	.	0.7%
Cc1ccc(-c2cccc(C(=O)NCCc3ccccc3)n2)c2ccccc12	1%	-2.9%	-10%	i	1.5	1.1	10%	29	-11	-31%	55%
CCOc1ccc2[nH]c(=O)c(CN(CCc3ccccc3)C(=O)N3CCCC3)cc2c1	-4%	-2.4%	13%	i	8.2	1	2%	13	-4	10%	0.7%
COc1nnc(-c2ccc(C)c(S(=O)(=O)NCC3CCCO3)c2)c2ccccc12 (stereo unspecified)	-6%	.	.	i	3.4	.	0%	.	.	.	1.6%
CCCc1cc(C(=O)N2CCN(S(=O)(=O)c3ccc(OC)c(OC)c3)CC2)cs1	6%	1.6%	7%	i	4.1	1.1	5%	-2	-2	1%	0.5%
O=C(CCC(=O)Nc1ccccc1)NNC(=O)c1ccco1	-8%	1.4%	7%	i	5.0	0.9	4%	9	20	2%	1.5%
COc1cc2c(cc1CN1CCN(C(=O)c3cc(OC)c(OC)c(OC)c3)CC1)OCO2	2%	.	.	i	0.6	.	4%	.	.	.	0.7%

Part of the list above, field by field.
mol: O=C(c1ccccc1F)N1CCCC(c2ccccc2)C1 (stereo unspecified)
- Salmonella PhoP GFP: -4%
- XIAP displacement: -6.0%
- PMI inhibitors: -12%
- Myeloid diff MLP: i
- Myeloid diff MLP GFP+ MAC1+ %: 1.0
- TNAP activators: 1
- SIAH1 antagonists: -1%
- WT yeast gro inh: -4
- WT yeast gro inh mutant strain: 15
- PMI inhibition: -2%
- RSV CPE inhibition: 1.8%
mol: Cc1ccc(C(C)C)c(OCC(=O)NNC2=CC(=O)CC(C)(C)C2)c1
- Salmonella PhoP GFP: -2%
- XIAP displacement: .
- PMI inhibitors: .
- Myeloid diff MLP: i
- Myeloid diff MLP GFP+ MAC1+ %: 0.6
- TNAP activators: .
- SIAH1 antagonists: 11%
- WT yeast gro inh: .
- WT yeast gro inh mutant strain: .
- PMI inhibition: .
- RSV CPE inhibition: 2.4%
